Screens (PubChem)
SENP8 block-1 – inhibitors of human SENP8 protease; recombinant SENP8, Nedd8 substrate fluorescence; inhibition, % at 20 µM; 360,000 compounds, 0.64% hits; AID 602440; in the data active = inhibition mostly above about 40%, no sharp cut-off; inactive = mostly below about 27%
beta cell repl – MIN6 beta-cell proliferation induction | proliferation, % at 10 µM | MIN6 cells proliferation, ATPlite luminescence, 48 h; cells starved in 0.2% serum; 100% = growth in 10% serum | 330,000 compounds, 0.29% hits;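 active = compounds whose signal lies at least 3.5 SD above the mean of all wells on their plate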;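 also: 0% = DMSO-treated cells in low-serum medium and 100% = 10% serum control; some compounds called inactive have numbers as strong as hits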
HKDC1 inh – HKDC1 (human) hexokinase inhibition; 340,000 compounds, 0.16% hits; inhibition, % at 20 µM; Q2TB90; recombinant HKDC1, G6PDH/diaphorase resazurin coupled fluorescence;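 active = inhibition above about 35% when tested at 20 µM, limit read from the data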;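 also: plate controls were DMSO wells with enzyme for no effect and DMSO wells lacking enzyme for full effect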
Target sequence (Q2TB90 whole entry, looked up): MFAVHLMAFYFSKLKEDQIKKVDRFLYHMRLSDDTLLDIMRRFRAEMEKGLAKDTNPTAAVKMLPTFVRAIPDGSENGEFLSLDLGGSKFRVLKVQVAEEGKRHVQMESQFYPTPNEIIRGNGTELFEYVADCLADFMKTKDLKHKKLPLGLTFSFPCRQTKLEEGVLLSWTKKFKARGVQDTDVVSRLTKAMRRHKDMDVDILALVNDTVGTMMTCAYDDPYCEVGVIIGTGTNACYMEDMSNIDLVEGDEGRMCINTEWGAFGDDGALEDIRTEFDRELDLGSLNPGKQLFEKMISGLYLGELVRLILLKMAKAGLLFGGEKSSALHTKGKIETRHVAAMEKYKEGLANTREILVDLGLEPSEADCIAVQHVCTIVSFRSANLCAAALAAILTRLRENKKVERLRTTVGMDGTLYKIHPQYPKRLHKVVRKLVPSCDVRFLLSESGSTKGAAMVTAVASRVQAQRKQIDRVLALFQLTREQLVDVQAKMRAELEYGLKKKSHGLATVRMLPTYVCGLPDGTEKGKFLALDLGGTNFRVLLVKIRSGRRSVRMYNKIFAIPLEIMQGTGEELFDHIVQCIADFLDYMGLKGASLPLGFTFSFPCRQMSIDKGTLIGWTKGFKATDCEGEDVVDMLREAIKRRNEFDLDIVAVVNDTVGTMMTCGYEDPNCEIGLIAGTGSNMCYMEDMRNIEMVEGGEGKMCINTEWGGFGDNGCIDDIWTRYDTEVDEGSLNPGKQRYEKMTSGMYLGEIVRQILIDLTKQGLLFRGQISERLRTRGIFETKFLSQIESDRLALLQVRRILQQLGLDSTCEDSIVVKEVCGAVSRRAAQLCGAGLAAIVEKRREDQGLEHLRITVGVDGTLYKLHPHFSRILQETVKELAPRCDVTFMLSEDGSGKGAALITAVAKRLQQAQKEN
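Test system: HK5 enzyme. Quantity: 5 µg/mL HK5 final. Reagent: glucose and ATP substrates. Schedule: 90 min reaction incubation at room temperature, dark. Technique: resazurin-to-resorufin fluorescence via G6PDH and diaphorase coupling, 525/613 nm. Control set: DMSO wells with and without enzyme mix.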
SENP6 block – blocks the human protease SENP6 | Q9GZR1 | Recombinant SENP6 catalytic domain, aminoluciferin luminescence | inhibition, % at 10 µM | 330,000 compounds, 1.8% hits | AID 2599;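 active = inhibition above about 50% at the single tested dose, limit read from the data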;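 also: plate controls were DMSO wells with enzyme for no effect and DMSO wells lacking enzyme for full effect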
SENP8 block-2 – blocks the human protease SENP8; Q96LD8; inhibition, % at 10 µM; 330,000 compounds, 1.2% hits; purified SENP8, Z-RLRGG-aminoluciferin cleavage, luminescence; AID 2540; in the data active = inhibition above about 50%
UBC13 inh – blocks human UBC13 polyubiquitin chain formation. P61088. AID 485273. TR-FRET. inhibition, % at 20 µM. 330,000 compounds, 0.47% hits; in the data active = inhibition above about 45%, passing the limit was not always enough
SENP1 inh – inhibitors of human SENP1 SUMO protease catalytic domain; inhibition, % at 10 µM; AID 624204; 360,000 compounds, 0.21% hits; recombinant SENP1 catalytic domain, CyPet-SUMO1-YPet FRET cleavage;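 active = inhibition at least 30% at 10 µM, raw YFP signal under a set limit, fluorescence ratio 0.5 to 1.5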;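 also: 0% = enzyme with DMSO and 100% = no enzyme wells; some results filed as inactive read as strong as hits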
Target sequence (Q9P0U3 419-644 limits assumed): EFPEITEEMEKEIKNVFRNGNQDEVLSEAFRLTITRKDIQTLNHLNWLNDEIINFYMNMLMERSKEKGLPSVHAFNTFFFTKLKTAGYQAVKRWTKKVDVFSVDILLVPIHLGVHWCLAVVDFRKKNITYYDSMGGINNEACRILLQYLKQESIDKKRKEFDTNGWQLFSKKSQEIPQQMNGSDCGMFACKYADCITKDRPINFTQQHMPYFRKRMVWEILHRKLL
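Assay system – human recombinant His6-tagged SENP1 catalytic domain enzyme · Input – SENP1 enzyme, 20 pM final · Buffer or medium – Tris pH 8 buffer plus EDTA, NaCl, BME, BSA, NP40, catalase · Schedule – 50 min reaction at room temperature · Technique – FRET read of cyan and yellow fluorescence · Control set – no-enzyme wells low, DMSO-plus-enzyme wells high control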
PfG6PD inh – PfG6PD (Plasmodium falciparum) enzyme inhibition; PfGluPho enzyme, NADPH resazurin-diaphorase fluorescence; inhibition, % at 20 µM; 350,000 compounds, 0.78% hits; AID 504690;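 active = inhibition reaching at least a set limit at 20 µM in the primary screen, cut at about 59% in these data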;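 also: 0% = DMSO wells with substrate and 100% = DMSO wells lacking glucose-6-phosphate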
SENP7 block – blocks the human protease SENP7; recombinant SENP7, Z-RLRGG-aminoluciferin luminescence, 40 min; inhibition, % at 5 µM; 330,000 compounds, 1.5% hits; AID 434973;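 active = inhibition above about 50% at the single test dose, limit read from the data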;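 also: plate controls were DMSO with enzyme for no effect and no enzyme buffer wells for full effect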
* marks the source's active call; other numbers are inactive results; . = no result given.

SMILES	SENP8 block-1	beta cell repl	HKDC1 inh	SENP6 block	SENP8 block-2	UBC13 inh	SENP1 inh	PfG6PD inh	SENP7 block
CC(=O)c1cccc(S(=O)(=O)Nc2cccnc2)c1	12	1	-4	1	-2	7	1	-13	-1
CC(C)c1cc(NC(=O)C(C)(C)C)cc(C(C)C)c1O	9	-2	-1	-15	-3	6	0	13	-4
COCCCn1c(C)cc(C(=O)COC(=O)C23CC4CC(CC(O)(C4)C2)C3)c1C	9	3	2	5	1	4	0	4	0
CN1C(=O)CCC1(O)c1ccccc1 (stereo not drawn)	2	0	-5	-10	-7	-12	-1	-9	7
Cc1cccc(C(=O)OCC(=O)NCCCc2ccccc2)c1O	1	2	1	10	5	24	1	1	4
COc1ccc(OC)c(-n2nnnc2SCC(=O)Nc2ccc3c(c2)OCCO3)c1	17	-1	-10	-6	7	-5	2	0	8
CC(C)(C)OC(=O)N1CCC(C(=O)N2CCOCC2)CC1	38	-4	2	-5	-6	-6	2	-11	-9
CCOC(=O)c1cn(CC(=O)Nc2ccc(CC)cc2)nn1	16	1	2	-4	-3	0	2	8	-6
CN1C(=O)C2(c3ccccc31)c1c(oc3ccccc3c1=O)C(=O)N2CCCO (stereo not drawn)	5	0	-3	-13	0	-1	0	-4	-1
COc1ccccc1NC(=O)COC(=O)Cc1cccs1	-5	-2	-18	0	-4	13	3	4	7
CCc1cccc(NC(=O)CCc2c(C)nn(-c3ccc(N4CCOCC4)nn3)c2C)c1	-6	-2	1	9	8	-11	3	-5	1
Cc1nn(C)cc1/C=N/NC(=O)C1(O)c2ccccc2-c2ccccc21	5	-1	14	0	-6	0	2	-7	-4
COc1cccc(CNC(=O)C(CCSC)NS(=O)(=O)c2ccc3c(c2)oc(=O)n3C)c1 (stereo not drawn)	11	0	-6	-4	-4	0	1	-8	3
CCCCn1c2c(cc(C(=O)OC)c1=O)C(=O)CCC2	-140	.	4	.	.	.	17	3	.
O=C(NC12CC3CC(CC(C3)C1)C2)N1CCN(c2nc(-c3ccccc3)cs2)CC1	28	-5	-6	-2	6	-3	0	-5	8
CCCCn1c(N)c(N(CCC(C)C)C(=O)c2ccc([N+](=O)[O-])s2)c(=O)[nH]c1=O	16	-3	-3	-1	-3	-11	7	-4	14
COc1cc(/C=C(\C#N)C(=O)NCc2ccccc2)ccc1OCc1ccc(C(=O)O)cc1	-136	-4	-2	-5	-4	-24	-33	-24	-6
CC(C)(C)c1cc(C(C)(C)C)n(-c2ccccc2)n1	14	0	-8	12	1	2	2	-10	-2
O=C(NCc1ccc(F)cc1)Nc1ccc(Cl)cc1	11	-1	-4	9	2	17	2	-1	6
CN(CC(=O)N1CCN(Cc2ccccc2)CC1)C(=O)Cc1ccc(Cl)c(Cl)c1	8	-2	7	4	2	15	-1	-21	-2
COC(=O)c1ccccc1SCc1csc(C)n1	8	-2	-5	13	6	8	-1	3	3
O=C(CSc1ccc(C(F)(F)F)cc1[N+](=O)[O-])Nc1ccc2ccccc2c1	28	0	-10	1	-6	2	5	7	4
CCOC(=O)C1=C(C)C(c2ccc(OC)cc2OC)NC(=O)N1 (stereo not drawn)	14	6	-7	-11	0	4	0	-20	-5
COc1ccc(CNC(=O)CSc2nnc(C)n2-c2ccc(F)cc2)cc1	14	-1	9	2	-2	0	1	7	4
COc1ccccc1[C@H]1C(c2ccccc2)=NN(c2ccccc2)[C@@H]1CO	-390	.	1	.	.	.	-25	22	-6
COc1cc(/C=N/NC(N)=S)ccc1OC(=O)c1ccc(C)cc1	10	-6	-2	5	2	-3	3	14	-3
O=C(Nc1sc2c(c1C(=O)O)CCCCC2)c1ccco1	-134	-5	-2	97*	93*	1	2	8	88*
COc1cc(OC)c2c(=O)cc(-c3cccnc3)oc2c1	-309	.	1	.	.	.	2	2	.
CCOC(=O)C1=CN(Cc2cccc(F)c2)S(=O)(=O)NC1c1ccccc1 (stereo not drawn)	1	.	0	.	.	.	1	-12	-4
Oc1ccc(/C=N/N2CCN(C3c4ccccc4-c4ccccc43)CC2)cc1O	18	-6	-3	3	4	12	-3	-21	8
COc1cccc(-c2ccc(SCC(=O)N3CCOCC3)nn2)c1	11	-1	-4	-12	-1	-14	1	2	45
CC(C)NC(=O)C1CCN(Cc2cccc(Oc3ccccc3)c2)CC1	6	0	-2	-13	-5	3	1	-7	-14
CCN(C(=O)COC(=O)c1cc([N+](=O)[O-])ccc1N1CCOCC1)c1ccccc1	24	1	4	-17	-2	-15	-1	-1	3
O=C(NCc1cccc(F)c1)C1CCN(S(=O)(=O)Cc2ccccc2)CC1	24	-2	-4	-7	-3	1	2	-10	-1
O=C(C1CCCN1S(=O)(=O)c1cccc2nsnc12)N1CCCCCC1 (stereo not drawn)	10	0	-3	-11	1	2	1	3	0
Cc1cc(C)nc(/N=C(\N)Nc2ccc(OCCC(C)C)cc2)n1	22	-5	-4	-7	4	29	2	9	5

Molecules above that have two or more sulfur atoms, in the order listed:
SMILES	SENP8 block-1	beta cell repl	HKDC1 inh	SENP6 block	SENP8 block-2	UBC13 inh	SENP1 inh	PfG6PD inh	SENP7 block
COc1cccc(CNC(=O)C(CCSC)NS(=O)(=O)c2ccc3c(c2)oc(=O)n3C)c1 (stereo not drawn)	11	0	-6	-4	-4	0	1	-8	3
COC(=O)c1ccccc1SCc1csc(C)n1	8	-2	-5	13	6	8	-1	3	3
O=C(C1CCCN1S(=O)(=O)c1cccc2nsnc12)N1CCCCCC1 (stereo not drawn)	10	0	-3	-11	1	2	1	3	0

Other records.
SMILES	SENP8 block-1	beta cell repl	HKDC1 inh	SENP6 block	SENP8 block-2	UBC13 inh	SENP1 inh	PfG6PD inh	SENP7 block
CC12CCC(C(=O)N3CCCCC3)(CC1=O)C2(C)C (stereo not drawn)	0	-1	-5	-10	5	4	0	0	10
Cc1ccc(CN2C3=NC(=O)CN3c3ccccc32)cc1	1	-2	-2	7	-2	2	-4	-5	-2
Cc1ccc2nc(N3CCN(C(=O)c4ccccc4F)CC3)c(C#N)cc2c1	-307	.	1	.	.	.	-90	20	.
CCOC(=O)C1C(c2ccc(O)c(OC)c2)NC(=O)NC1(O)C(F)(F)F (stereo not drawn)	12	1	0	-16	0	1	3	5	10
O=C1C(=O)N(Cc2cccs2)c2ccccc21	10	-5	10	-6	4	-1	2	-1	1
O=C(NCc1nc2ccccc2[nH]1)c1cc2ccccc2oc1=O	-52	-2	1	-13	-4	-9	-16	-11	-4
Cc1cccc(C(=O)OCC(=O)Nc2ccc3c(c2)OCCO3)c1O	-4	-1	-5	-7	1	18	1	6	-2
Cc1cc(C)nc(SCc2nnc(SCC(N)=O)o2)n1	-2	-1	-5	0	3	-5	1	11	1
C=CCn1c(SCCOc2ccc(OC)cc2)nnc1C(C)NC(=O)Cc1ccc(OC)cc1 (stereo not drawn)	7	0	-2	-9	-5	-6	1	3	-3
O=C(Nc1ccccc1)Nc1cccc2nsnc12	-73	-3	15	95*	91*	-9	-32	47	95*
Cc1ccc(S(=O)(=O)N2CCOCC2)cc1C(=O)OCC(=O)NC1CCCC1	7	-1	-1	2	2	7	1	-7	5
O=C(Nc1ccc2c(c1)OCO2)C(c1ccccc1)N1CCC2(CC1)OCCO2 (stereo not drawn)	24	0	-2	6	4	-2	-3	-3	-1

Arranged by length of the SMILES (highest first): some entries from above.
SMILES	SENP8 block-1	beta cell repl	HKDC1 inh	SENP6 block	SENP8 block-2	UBC13 inh	SENP1 inh	PfG6PD inh	SENP7 block
Oc1ccc(/C=N/N2CCN(C3c4ccccc4-c4ccccc43)CC2)cc1O	18	-6	-3	3	4	12	-3	-21	8
Cc1ccc(CN2C3=NC(=O)CN3c3ccccc32)cc1	1	-2	-2	7	-2	2	-4	-5	-2
O=C1C(=O)N(Cc2cccs2)c2ccccc21	10	-5	10	-6	4	-1	2	-1	1

(more compounds)
SMILES	SENP8 block-1	beta cell repl	HKDC1 inh	SENP6 block	SENP8 block-2	UBC13 inh	SENP1 inh	PfG6PD inh	SENP7 block
CCOC(=O)c1c(NC(=S)Nc2ccc(OC)cc2)sc2c1CCC2	11	0	-4	-7	-7	14	-13	-2	6
CC(C)(C)Nc1nc(Cl)nc(N(C#N)CN2C(=O)c3ccccc3S2(=O)=O)n1	-4	-1	-9	-8	0	1	2	-24	0
Cc1cc(C)cc(N(CC(=O)O)S(=O)(=O)c2c(C)noc2C)c1	7	-3	-7	-8	-11	-7	0	-21	-7
CC(=O)Nc1ccc(S(=O)(=O)n2cnc(C)c2)cc1	7	-2	3	-14	-10	4	4	-7	8
O=C(Nc1cccc(Cl)c1)c1nc[nH]c1C(=O)N1CCc2ccccc2C1	14	1	4	-16	-2	-22	4	7	-8
CN(C)C(=O)CCSc1nnc(-c2ccco2)o1	9	3	0	7	-4	16	-2	7	0
O=C(Nc1cccc(Cl)c1)OCCOCCOC(=O)Nc1cccc(Cl)c1	15	.	14	.	.	.	0	28	.
COC(=O)c1ccc(C)c(NC(=O)CN2C(=O)c3ccccc3S2(=O)=O)c1	14	-3	-2	-8	-2	-2	0	-2	4
Cc1cccc(C)c1NC(=O)CSc1nnc(-c2cnccn2)n1C	2	3	-7	-8	2	1	-1	-1	0
Cc1cccc(N2CC(c3nc4ccccc4n3C)CC2=O)c1C (stereo not drawn)	5	0	-3	-2	1	2	4	-13	-2
CCOC(=O)CSc1nc2c(c(=O)n(Cc3ccccc3Cl)c(=O)n2C)n1C	7	-2	1	-6	-4	-7	1	5	-3
O=C(N/N=C/c1c[nH]c2ccc(Br)cc12)c1ccc2c(c1)OCO2	-80	-3	6	-11	6	18	1	32	5
Cc1cccc(N(C(=O)c2ccc(CN3CCOCC3)o2)C(C(=O)NC(C)(C)C)c2ccc(F)cc2)c1 (stereo not drawn)	24	-2	10	7	-6	-6	-1	2	-3
O=C(NCCc1nc(-c2ccccc2)no1)c1ccco1	10	-1	-1	-6	-3	2	2	1	5
Nc1cc(OCC(F)(F)F)cc([N+](=O)[O-])c1	17	0	18	-10	-9	-6	-1	1	-6
CCN(Cc1nc2cc(Cl)ccc2c(=O)[nH]1)C(=O)CN1C(=O)NC2(CCCCC2C)C1=O (stereo not drawn)	-11	1	5	-7	-7	-1	-14	0	1
Cc1ccc2nc(C3CCN(C(=O)NCc4ccccc4)CC3)[nH]c2c1	9	0	-7	7	-8	-6	2	6	-6
COC(=O)c1c(C(C)=O)c(C)n(C)c1C	6	2	-1	-6	2	4	-1	1	-2
COc1ccc(NC(=O)Cn2c(=O)n(CC3CCCO3)c(=O)c3cc(OC)c(OC)cc32)cc1OC (stereo not drawn)	10	1	2	8	-9	-7	1	-7	-2
Cn1cccc1C1Nc2ccccc2NC2=C1C(=O)CC(C)(C)C2 (stereo not drawn)	-97	-4	-3	17	4	-4	-27	-1	10
O=C(O)CSc1nnc(-c2ccc(Cl)cc2)n1-c1ccccc1	-8	0	.	-8	-8	2	1	.	6
CCC/C(=N/NC(=O)c1nnn(-c2nonc2N)c1CN1CCCCC1)c1ccccc1	4	4	-5	-12	-2	4	1	-9	11
COCC(=O)n1nc(-c2ccccc2)nc1NCc1ccc(F)cc1	-4	-2	0	-22	-7	6	2	-2	-7
Cn1cc(C(=O)C(F)(F)F)c2ccccc21	14	-2	-7	-5	-2	8	0	-2	-1
CC(C)OC(=O)Nc1ccc2c(c1)N(C(=O)N1CCN(C)CC1)c1ccccc1CC2	12	-4	-5	-13	-8	5	2	2	6
CCO[C@H]1OC(C(=O)N2CCN(Cc3ccccc3)CC2)=C[C@@H](c2ccc(C(F)(F)F)cc2)[C@@H]1CCCO	8	-5	2	-4	-3	4	-2	0	-3
Nn1c(Cc2ccccc2)nc2sc3c(c2c1=O)CCC3	-2	-3	-7	8	4	-6	1	-11	13
